ELG1 genotoxic – genotoxicity induction in ELG1-luciferase HEK293T cells; HEK293T ELG1-luciferase reporter, luminescence, 16 h; Potency, µM (top dose mostly 46 µM), inactives show at the highest dose activity change, positive = activation, actives largely listed as activators; 330,000 compounds, 1.3% hits; also: potency is read from the fitted curve at half-maximal effect; % of control where 0% means no effect; nearly all actives have a fitted effect of over 60% in size
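Genotoxic stress is detected as increased luminescence from luciferase-tagged ELG1 in HEK293T cells, measured with ONE-Glo after a 16 hr treatment at 37 °C.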
NPC1 promoter act – activators of NPC1 promoter; Huh7 NPC1 promoter luciferase reporter, 24 h; Potency, µM (highest dose often 9.22 µM), for inactives: top-dose activation, hits mostly activators; 320,000 compounds, 2.4% hits;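 also: potency is read from the fitted curve at half-maximal effect; % of control where 0% means no effect; nearly all actives have a fitted effect of over 60% in size; reporter is driven by a mutant NPC1 promoter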
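Quantitative HTS used a cell-based reporter: Huh7 cells stably bearing the NPC1 promoter upstream of luciferase were treated with compounds for 24 h, and promoter activation was read as luminescence.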
FLuc modulator – inhibits or activates purified firefly luciferase, miR-21 counter-screen | purified FLuc, Km substrates, luminescence inhibition | AID 588342 | 360,000 compounds, 6.9% hits | P08659 | Potency, µM (doses to about 57.5 µM), for the others: top-dose activity change, negative = inhibition, most hits filed as inhibitors;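 also: potency is read from the fitted curve at half-maximal effect; plate controls were vehicle for no effect and reference inhibitor for full effect; nearly all actives have a fitted effect of over 55% in size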
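Purified P. pyralis luciferase, 10 nM final, with Km-level 10 uM D-luciferin and 10 uM ATP in 50 mM Tris acetate pH 7.5, 10 mM Mg acetate, 0.01% Tween-20, 0.05% BSA; 6-point qHTS titration about 60 µM downward; luminescence read.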
BRCA1 expr act – activators of BRCA1 expression | MCF7-BRCA1-FFLuc reporter, luminescence, 48 h; response scale: scaled: vehicle 0%, 10 µM genistein 100% | Potency, µM (titrated, usually from 46.1 µM), without a hit: top-dose activation, usual class: activators | 380,000 compounds, 1.1% hits; also: potency is read from the fitted curve at half-maximal effect; nearly all actives have a fitted effect of over 80% in size; some results filed as inactive show a strong effect at the top dose
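MCF7-BRCA1-FFLuc, 2000 cells/well; 2 h attach, 37 °C/5% CO2; compound 48 h; luciferase substrate 15 min; luminescence end-point. Norm. to genistein 10 microM max activation and DMSO; concentration-response curves fitted.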
RORgamma inh – blocks mouse ROR gamma transcriptional activity; P51450; AID 2551; Drosophila S2 Gal4-RORgamma UAS-luciferase reporter, 20 h; 310,000 compounds, 5.4% hits; Potency, µM (series often up to 53.6 µM), inactives show top-dose activity change, negative = inhibition, hits mostly inhibitors; also: potency is read from the fitted curve at half-maximal effect; % is scaled to controls: 0 for no effect and ±100 for the full control effect; nearly all actives have a fitted effect of over 60% in size
Target sequence (P51450 whole entry, looked up, the tested form may be a part): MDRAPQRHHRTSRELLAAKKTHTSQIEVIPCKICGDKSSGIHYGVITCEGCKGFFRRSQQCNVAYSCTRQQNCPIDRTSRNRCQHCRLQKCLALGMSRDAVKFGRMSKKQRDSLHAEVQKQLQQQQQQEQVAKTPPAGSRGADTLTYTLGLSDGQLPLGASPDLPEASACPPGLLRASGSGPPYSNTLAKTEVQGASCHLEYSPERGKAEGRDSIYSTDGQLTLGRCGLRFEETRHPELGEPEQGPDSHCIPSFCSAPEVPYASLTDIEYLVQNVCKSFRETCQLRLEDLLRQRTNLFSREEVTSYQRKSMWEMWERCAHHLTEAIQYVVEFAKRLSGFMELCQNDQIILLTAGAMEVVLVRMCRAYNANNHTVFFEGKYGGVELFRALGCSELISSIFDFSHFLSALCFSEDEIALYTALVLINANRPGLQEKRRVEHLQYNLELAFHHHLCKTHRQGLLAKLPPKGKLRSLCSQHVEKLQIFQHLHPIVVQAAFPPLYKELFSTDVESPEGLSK
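Using a luciferase readout, inhibitors were identified by reduced reporter activity in Drosophila cells coexpressing a copper-inducible Gal4–ROR gamma fusion and UAS-driven Photinus luciferase, incubated 20 hr after 700 uM copper sulfate.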
Giardia killer – Giardia lamblia killing; Giardia lamblia trophozoite viability; activity change, % at 7.66 µM, hits read low; 340,000 compounds, 0.15% hits; AID 540267; in the data active = activity change below about -80%; inconclusive = between about -30% and that limit;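 also: parasites exposed to compound for two days anaerobically before the ATP read; % is scaled to controls: 0 for no effect and ±100 for the full control effect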
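Media and compound were dispensed first, then trophozoites at 100 cells/well; plates sat 48 hrs at 37 deg C without oxygen before ATP luminescence reagent was added and read after 15-30 min at room temperature.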
p53 reactivation – restores transcriptional activity of mutant p53; H1299 p53-A138V BP100-luciferase reporter, luminescence, 24 h; 320,000 compounds, 0.063% hits; Potency, µM (highest dose often 92.2 µM), for inactives: at the top dose activity change, positive = activation, actives largely listed as activators; also: potency is read from the fitted curve at half-maximal effect; % of control where 0% means no effect; nearly all actives have a fitted effect of over 45% in size
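p53-null H1299 cells stably carrying temperature-sensitive p53-A138V and a BP100-luciferase reporter were pinned with compounds (4-point, 1:5 series) and held 24 hrs at 37 deg C. Luminescence was read 10 min after detection reagent.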
PKM2 activator – activators of human pyruvate kinase M2; P14618; purified PKM2, Kinase-Glo ATP luminescence, activation; response scale: 0% is enzyme alone, no compound; Potency, µM (series often up to 57.5 µM), for the others: top-dose activation, usual class: activators; 260,000 compounds, 0.34% hits; AID 1631; also: potency is read from the fitted curve at half-maximal effect; % is scaled to controls: 0 for no effect and ±100 for the full control effect; nearly all actives have a fitted effect of over 55% in size
Target sequence (P14618 whole entry, looked up): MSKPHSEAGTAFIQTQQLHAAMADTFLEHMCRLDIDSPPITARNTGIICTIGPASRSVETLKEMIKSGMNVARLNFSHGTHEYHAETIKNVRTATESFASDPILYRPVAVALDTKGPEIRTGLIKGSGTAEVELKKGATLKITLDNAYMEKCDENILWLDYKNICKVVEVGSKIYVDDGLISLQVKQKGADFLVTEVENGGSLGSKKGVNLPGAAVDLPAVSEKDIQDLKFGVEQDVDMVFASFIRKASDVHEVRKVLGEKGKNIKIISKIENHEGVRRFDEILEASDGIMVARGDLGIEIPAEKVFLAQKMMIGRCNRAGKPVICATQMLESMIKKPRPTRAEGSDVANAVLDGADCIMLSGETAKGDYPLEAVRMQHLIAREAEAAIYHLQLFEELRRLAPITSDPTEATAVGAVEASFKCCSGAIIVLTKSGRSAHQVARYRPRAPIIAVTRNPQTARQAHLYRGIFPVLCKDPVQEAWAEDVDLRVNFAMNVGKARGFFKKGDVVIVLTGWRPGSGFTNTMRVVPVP
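Purified hPK-M2 (>95% pure) converted ADP (0.1 mM final) to ATP with 0.5 mM PEP in 50 mM imidazole pH7.2, KCl, MgCl2, Tween 20, BSA; 1 h at room temperature. ATP detected by Kinase-Glo luminescence.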
Rab9 promoter act – Rab9 promoter activation; Huh7 Rab9 promoter-luciferase reporter, luminescence, 24 h; Potency, µM (highest dose often 9.22 µM), for the others: at the highest dose activation, negative = inhibition, usual class: activators; 320,000 compounds, 2.8% hits; also: potency is read from the fitted curve at half-maximal effect; % of control where 0% means no effect; nearly all actives have a fitted effect of over 60% in size
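Cells were plated at 1500 per well in reduced-serum medium with 10% FBS and left 2 h. Compound in DMSO was then added for 24 h at 37 °C. Reporter signal was read by luminescence after 10 min with luciferase detection reagent.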
VP16 counter – Gal4-VP16 reporter inhibition counter-screen; 310,000 compounds, 3.5% hits; Drosophila S2 Gal4-VP16 UAS-luciferase, luminescence, 20 h; Potency, µM (doses to about 53.6 µM), without a hit: top-dose activity, negative = inhibition, most hits filed as inhibitors;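 also: Gal4-VP16 expression switched on by copper sulfate through the metallothionein promoter; potency is read from the fitted curve at half-maximal effect; % is scaled to controls: 0 for no effect and ±100 for the full control effect; nearly all actives have a fitted effect of over 50% in size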
Menin MLL FP TR – displaces Texas Red mutant MLL peptide from human menin | Menin + Texas Red MLL mutant peptide, fluorescence polarization | AID 1768 | 270,000 compounds, 0.23% hits | Potency, µM (doses to about 61.6 µM), without a hit: at the highest dose FP activity change, negative = inhibition, hits mostly inhibitors; active = well fitted inhibition curve with a large enough effect in the polarisation, with a control signal flat, not every such curve was filed as active; inconclusive = small, poorly fitted or top-dose-only effect, or effect the other way, or a change in a side signal; inactive = no such curve, though single readings can be large or run the other way; the % refers to the polarisation; also: potency is read from the fitted curve at half-maximal effect; % of control where 0% means no effect; many of its hits are not listed in these tables
Starred values were filed as active, the others as inactive; [ ] = dose if it differs, or a comment. Unless noted, calls follow the shape of the dose curve; as a rule, active = well fitted curve in the direction sought with a large enough effect; inconclusive = small, poorly fitted or top-dose-only effect, or another doubt; inactive = no such curve, though single readings can be large; an effect the other way counts as inactive or inconclusive. Some of the compounds tested, so the mix of outcomes need not match the whole.

Results for C#CCOCCOCCOCCNc1nc(N2CCN(C(=O)CCCCCCCCCCNC(=O)[C@H](CO)n3cc(CCCSC)nn3)CC2)nc(N2CCN(C(=O)CCCCCCCCCCNC(=O)[C@H](CO)n3cc(CCCSC)nn3)CC2)n1 ?
ELG1 genotoxic: 0%; NPC1 promoter act: 0%; FLuc modulator: 0%; BRCA1 expr act: 21%; Giardia killer: -27; p53 reactivation: 0%; Rab9 promoter act: -1%

How did CCCC12CN(C(=O)c3ccco3)CC(CCC)(CN(C(=O)c3ccco3)C1)C2=O do in these assays?
ELG1 genotoxic: -2%; NPC1 promoter act: -1%; FLuc modulator: 2%; BRCA1 expr act: 1%; RORgamma inh: -3%; Giardia killer: 3; p53 reactivation: 5%; PKM2 activator: 0%; Rab9 promoter act: -2%; VP16 counter: -8%; Menin MLL FP TR: -8%

What do the screens show for `CC1CCCCN1C(=O)Cn1cc(C(=O)c2ccco2)c2ccccc21` (stereo not drawn)?
ELG1 genotoxic: -3%; NPC1 promoter act: -1%; FLuc modulator: 1%[2.3 µM]; BRCA1 expr act: -3%; RORgamma inh: -6%; Giardia killer: -23; p53 reactivation: -6%; PKM2 activator: -2%; Rab9 promoter act: -1%; VP16 counter: -10%; Menin MLL FP TR: -5%

How did COCC(=O)OCc1cc2cccc(C)c2[nH]c1=O do in these assays?
ELG1 genotoxic: 0%; NPC1 promoter act: -3%; FLuc modulator: -1%; BRCA1 expr act: 0%; RORgamma inh: -1%; Giardia killer: -8; p53 reactivation: -1%; PKM2 activator: -2%; Rab9 promoter act: -5%; VP16 counter: 1%

Results for CCN(CC)C(=O)c1sc2nc(-c3cccs3)cc(-c3ccc(Cl)cc3)c2c1N ?
ELG1 genotoxic: 1%; NPC1 promoter act: -7%; FLuc modulator: 6%; BRCA1 expr act: -34%; RORgamma inh: -28%; Giardia killer: 8; p53 reactivation: 4%; PKM2 activator: -5%; Rab9 promoter act: 3%; VP16 counter: 3%; Menin MLL FP TR: inconclusive

How did S=C(c1ccc(-c2cc(Cl)ccc2Cl)o1)N1CCCCC1 do in these assays?
ELG1 genotoxic: -3%; NPC1 promoter act: 3%; FLuc modulator: 17µM*; BRCA1 expr act: -5%; RORgamma inh: -9%[10 µM]; Giardia killer: 24; p53 reactivation: 8%; PKM2 activator: 19%; Rab9 promoter act: -4%; VP16 counter: 5%; Menin MLL FP TR: -12%

What do the screens show for `CN(C(=O)c1ccc(F)c(S(=O)(=O)N2CCOCC2)c1)C1CCCCC1`?
ELG1 genotoxic: 0%; NPC1 promoter act: -3%; FLuc modulator: 3%; BRCA1 expr act: 1%; Giardia killer: inconclusive; p53 reactivation: 4%; Rab9 promoter act: -9%

What do the screens show for `O=C(N/N=C/c1ccc(F)cc1)c1sccc1OCc1ccc(F)cc1`?
ELG1 genotoxic: 12%; NPC1 promoter act: -18%; FLuc modulator: 9.5µM*; BRCA1 expr act: -45%; RORgamma inh: -4%; Giardia killer: 3; p53 reactivation: inconclusive; PKM2 activator: -4%; Rab9 promoter act: -8%; VP16 counter: 22%; Menin MLL FP TR: -2%

Results for CCOC(=O)C1CCCN(C(=O)c2cccc([N+](=O)[O-])c2C)C1 (stereo not drawn) ?
ELG1 genotoxic: -1%; NPC1 promoter act: 2%; FLuc modulator: -3%; BRCA1 expr act: 2%; RORgamma inh: 3%; Giardia killer: 27; p53 reactivation: 9%; PKM2 activator: -12%; Rab9 promoter act: -3%; VP16 counter: -7%; Menin MLL FP TR: -8%

What do the screens show for `COc1ccc(-n2c(-c3ccc(Cl)cc3)c[n+]3c2CCCCC3)cc1`?
ELG1 genotoxic: -10%; NPC1 promoter act: -17%; FLuc modulator: -1%; BRCA1 expr act: -28%; RORgamma inh: 31%; Giardia killer: 13; p53 reactivation: -1%; PKM2 activator: -7%; Rab9 promoter act: -36%[inhibitor]; VP16 counter: -11%

Results for CS(=O)(=O)N(CCCC(=O)N1CCCCCC1)c1cccc(Cl)c1 ?
ELG1 genotoxic: -26%; NPC1 promoter act: 2%; FLuc modulator: 6%; BRCA1 expr act: -9%; RORgamma inh: 21%; Giardia killer: -9; PKM2 activator: 3%; Rab9 promoter act: -5%; VP16 counter: -2%; Menin MLL FP TR: inconclusive

What do the screens show for `CN(CC(=O)Nc1ccccc1Cl)C(=O)c1cccc(S(=O)(=O)N2CCN(Cc3ccccc3)CC2)c1`?
ELG1 genotoxic: inconclusive; NPC1 promoter act: -13%; FLuc modulator: 1%; BRCA1 expr act: -41%; Giardia killer: -10; p53 reactivation: 2%; Rab9 promoter act: -18%

What do the screens show for `CCOC(=O)c1cc2n(c1N)-c1ccccc1C2=O`?
ELG1 genotoxic: inconclusive; NPC1 promoter act: 8%; FLuc modulator: -15%; BRCA1 expr act: 56%; RORgamma inh: -9%; Giardia killer: -18; p53 reactivation: 7%; PKM2 activator: -19%; Rab9 promoter act: -2%[1.84 µM]; VP16 counter: 3%; Menin MLL FP TR: inconclusive

How did O=C(OCCOc1cccc(Cl)c1)c1ccc(F)c(S(=O)(=O)N2CCOCC2)c1 do in these assays?
ELG1 genotoxic: 1%; NPC1 promoter act: -7%; FLuc modulator: 1%; BRCA1 expr act: 2%; Giardia killer: 8; p53 reactivation: -1%; Rab9 promoter act: -12%

Results for O=C(Nc1ccnn1C1CCN(Cc2ccccc2)CC1)C1CCOC1 (stereo not drawn) ?
ELG1 genotoxic: 1%; NPC1 promoter act: 2%; FLuc modulator: 3%; BRCA1 expr act: 3%; RORgamma inh: -9%; Giardia killer: -3; p53 reactivation: inconclusive; PKM2 activator: -1%; Rab9 promoter act: -4%; VP16 counter: -1%

What do the screens show for `Cc1ccc(S(=O)(=O)N[C@@H](CC(C)C)C(=O)N2CCC(C(=O)N[C@H](C(=O)O)C(C)C)CC2)cc1`?
ELG1 genotoxic: 0%; NPC1 promoter act: 5%; FLuc modulator: 4%; BRCA1 expr act: -8%; RORgamma inh: -9%; Giardia killer: -1; p53 reactivation: 14%; PKM2 activator: 1%; Rab9 promoter act: -8%; VP16 counter: -8%; Menin MLL FP TR: 13%

How did CCOc1ccccc1C(=O)Nc1cccc2cccnc12 do in these assays?
ELG1 genotoxic: -5%; NPC1 promoter act: -2%; FLuc modulator: 27µM*; BRCA1 expr act: 33%; RORgamma inh: 6%; Giardia killer: -18; p53 reactivation: inconclusive; PKM2 activator: -5%; Rab9 promoter act: 0%; VP16 counter: 7%; Menin MLL FP TR: 50%[activator]

Results for CCOC(=O)C1=C(N)OC2=C(C(=O)CC(C)(C)C2)C1c1ccc(CC)s1 (stereo not drawn) ?
ELG1 genotoxic: -16%; NPC1 promoter act: 3%; FLuc modulator: inconclusive; BRCA1 expr act: 30%; RORgamma inh: 20%; Giardia killer: 24; p53 reactivation: 15%; PKM2 activator: 7%; Rab9 promoter act: 7%; VP16 counter: inconclusive; Menin MLL FP TR: 1%

What do the screens show for `CCCOc1cccc(C(=O)NC(=S)Nc2ccccc2)c1`?
ELG1 genotoxic: inconclusive; NPC1 promoter act: inconclusive; FLuc modulator: 8.5µM*; BRCA1 expr act: inconclusive; RORgamma inh: 8.9µM*; Giardia killer: 2; p53 reactivation: inconclusive; PKM2 activator: -10%; Rab9 promoter act: inconclusive; VP16 counter: inconclusive; Menin MLL FP TR: 11%

How did CC(=O)O[C@H]1CC(C)(C)C(=C=C/C(C)=C/C=C/C(C)=C/C=C/C=C(C)/C=C/C=C(\C)C(=O)C[C@@]23O[C@]2(C)C[C@@H](O)CC3(C)C)[C@](C)(O)C1 do in these assays?
ELG1 genotoxic: 0%; NPC1 promoter act: -3%; FLuc modulator: 5%; BRCA1 expr act: -8%; RORgamma inh: 3%; Giardia killer: 9; p53 reactivation: inconclusive; PKM2 activator: 24%; Rab9 promoter act: 3%; VP16 counter: 26%

Results for CCn1c(=N)n(CC(=O)c2ccc(OC)c(OC)c2)c2ccccc21 ?
ELG1 genotoxic: -9%; NPC1 promoter act: -3%; FLuc modulator: 2%; BRCA1 expr act: 0%; RORgamma inh: -82%; Giardia killer: 4; p53 reactivation: -4%; PKM2 activator: 6%; Rab9 promoter act: -3%; VP16 counter: 7%

Results for COCCC(=O)NC12CC3CC(CC(C3)C1)C2 ?
ELG1 genotoxic: -4%; NPC1 promoter act: 2%; FLuc modulator: 0%; BRCA1 expr act: -17%; RORgamma inh: -13%; Giardia killer: -8; p53 reactivation: -4%; PKM2 activator: 1%; Rab9 promoter act: 0%; VP16 counter: -2%; Menin MLL FP TR: -11%

Results for CC(C)NS(=O)(=O)c1ccc(NC(=O)C(C)OC(=O)C2CCC2)cc1 (stereo not drawn) ?
ELG1 genotoxic: -1%; NPC1 promoter act: -1%; FLuc modulator: 0%; BRCA1 expr act: 8%; Giardia killer: -2; p53 reactivation: -2%; Rab9 promoter act: -8%

From PubChem
